C2C12 statin = protects C2C12 myotubes from simvastatin toxicity | ATP luminescence, 48 h; scaled: DMSO 0, geranylgeraniol control 100 | rescue of ATP level, % at 7.49 µM | 330,000 tested, 0.78% active;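 active = mean ATP rescue above about 67%, or every replicate alone reaching that limit, limit read from the data, passing the limit was not always enough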;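 note: myotubes were challenged with 10 µM simvastatin during compound exposure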
Cneo AK release = causes C. neoformans cell lysis | adenylate kinase release luminescence, 4 h; normalised: neutral wells 0, clomiphene wells 100 | 360,000 tested, 0.2% active | lysis activity, % at 15 µM;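 active = mean lysis activity across replicates of at least 80%, whatever share of replicates individually reach that level; inactive = mean lysis activity below 80%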
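Assay system: Cryptococcus neoformans yeast cells / Dosing: single-point compound dose / Timing: 4 h at 37 °C static, read 1 h later / Measured by: luminescence of released adenylate kinase using an AK detection reagent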
S100A4 MyoIIA = inhibitors of human S100A4 binding to myosin IIA peptide | P26447 | S100A4/TAMRA-MyoIIA peptide fluorescence polarization | inhibition, % at 10.7 µM | 360,000 tested, 0.14% active | AID 652163;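 active = mean inhibition of at least 70% across replicates, with every replicate also reaching that level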
Target sequence (P26447 whole entry, looked up): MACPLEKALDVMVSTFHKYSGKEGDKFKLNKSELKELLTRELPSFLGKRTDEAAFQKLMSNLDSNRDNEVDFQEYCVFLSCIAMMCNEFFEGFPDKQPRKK
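Compound dosing: one dose per compound; test system: human S100A4 monomer with TAMRA-labelled myosin IIA peptide; probe or stimulus: TAMRA-labelled myosin IIA heavy-chain peptide probe, 5 nM; medium: HEPES buffer with Ca2+, pH 7.2; schedule: 5 min incubation before reading; benchmarks: neutral control DMSO, positive control TFP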
ERAP1 inh = inhibitors of human ERAP1 aminopeptidase | Q9NZ08 | inhibition, % at 10.7 µM | recombinant ERAP1, Leu-AMC fluorescence, 60 min | 340,000 tested, 0.15% active;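 active = mean replicate inhibition of at least 30%, or all replicates individually reaching that 30% level; inactive = mean below 30% and not every replicate reaching it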;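 note: 0% = neutral control wells and 100% = L-leucinethiol positive control wells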
Target sequence (Q9NZ08 whole entry, looked up): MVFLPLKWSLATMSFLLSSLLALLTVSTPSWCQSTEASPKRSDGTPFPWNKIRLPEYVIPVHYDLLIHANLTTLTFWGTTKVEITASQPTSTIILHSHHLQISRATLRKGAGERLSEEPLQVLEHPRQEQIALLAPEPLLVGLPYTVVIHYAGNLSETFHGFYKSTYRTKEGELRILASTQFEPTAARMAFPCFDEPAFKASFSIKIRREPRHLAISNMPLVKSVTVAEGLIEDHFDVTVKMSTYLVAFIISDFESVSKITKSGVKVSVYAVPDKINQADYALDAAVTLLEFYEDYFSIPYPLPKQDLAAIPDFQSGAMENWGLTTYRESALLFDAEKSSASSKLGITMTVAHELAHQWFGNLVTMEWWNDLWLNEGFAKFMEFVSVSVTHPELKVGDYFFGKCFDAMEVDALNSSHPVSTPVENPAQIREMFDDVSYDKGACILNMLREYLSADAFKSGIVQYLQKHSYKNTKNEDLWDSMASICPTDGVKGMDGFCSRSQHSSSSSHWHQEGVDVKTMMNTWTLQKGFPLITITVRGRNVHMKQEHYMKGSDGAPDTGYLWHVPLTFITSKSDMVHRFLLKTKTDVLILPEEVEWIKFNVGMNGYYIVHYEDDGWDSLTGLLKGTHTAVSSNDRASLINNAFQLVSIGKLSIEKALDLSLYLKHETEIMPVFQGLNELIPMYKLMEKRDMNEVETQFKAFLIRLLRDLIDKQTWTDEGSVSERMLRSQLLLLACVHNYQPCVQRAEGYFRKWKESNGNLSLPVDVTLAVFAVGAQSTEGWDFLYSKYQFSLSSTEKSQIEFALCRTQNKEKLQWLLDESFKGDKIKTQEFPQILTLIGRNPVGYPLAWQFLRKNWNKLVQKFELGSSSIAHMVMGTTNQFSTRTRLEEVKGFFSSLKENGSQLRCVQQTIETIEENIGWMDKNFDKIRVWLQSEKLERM
Xi reactivation = activators of X-chromosome reactivation in mouse fibroblasts; XiGFP mouse fibroblasts, % GFP-positive cells imaging, 3 d; cells co-treated with 5-aza-dC sensitizer; scaled so ellipticine positive control = 100%; activation, % at 7.58 µM; 360,000 tested, 0.055% active;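 active = mean normalized replicate activation at least 10% and every replicate at or above 10%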;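 note: 0% = median of on-plate neutral control wells and 100% = ellipticine 6 µM median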
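material = 68-5-11 XiGFP fibroblast line | medium = DMEM plus 5-aza-dC sensitizer | schedule = 3 days compound exposure | benchmarks = positive control ellipticine, 6 µM final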
SIRT5 inh = sirtuin-5 (human) deacylase inhibition; inhibition, % at 15 µM; Q9NXA8; 330,000 tested, 1.1% active; Purified SirT5, succinyl-peptide AMC, trypsin-coupled fluorescence; AID 652115; in the data active = inhibition above about 15%
PGC1a acetyl inh = modulators of PGC1a acetylation; U2OS PGC1a acetylation, AlphaScreen anti-acetyl-lysine; with virally co-expressed GCN5 acetyltransferase; inhibition, % at 15.6 µM; 350,000 tested, 0.17% active;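 active = every replicate shows inhibition of at least 40%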;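 note: 0% = neutral control wells and 100% = positive control wells; some results beyond the cut were filed as inactive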
LGR2 antag = inhibitors of bursicon-induced Drosophila LGR2 receptor cAMP signaling | HEK293 LGR2, CRE-luciferase, bursicon-stimulated, 4 h | 380,000 tested, 0.35% active | inhibition, % at 9.99 µM;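 active = drop in luminescence signal, shown as inhibition above about 50% in the replicate tests, limit read from the data, passing the limit was not always enough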;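 note: agonist challenge used bursicon conditioned medium at about half maximal strength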
* = called active by the depositor; · = no result given. These rows are one share of the data. The share of hits here may be higher or lower than overall.

No.	mol	C2C12 statin	Cneo AK release	S100A4 MyoIIA	ERAP1 inh
1	C[C@@H]1CCCCO[C@H](CN(C)C(=O)CCCN(C)C)[C@@H](C)CN([C@@H](C)CO)C(=O)c2cc(NC(=O)c3ccncc3)ccc2O1	·	2.2	·	·
2	Cc1c(C(=O)NC2=NCCS2)cccc1[N+](=O)[O-]	4.4	0.7	-2.4	-0.9
3	CN1CCN(C(=O)C[C@@H]2CC[C@H](NC(=O)Nc3ccccc3F)[C@H](CO)O2)CC1	-0.3	0.0	-4.1	-0.9
4	O=C(CCCC1=NS(=O)(=O)c2ccccc2N1)NCCc1ccc(Cl)cc1	17.3	0.9	-2.8	-8.8
5	Cc1cc(NC(=O)COc2cccnc2[N+](=O)[O-])no1	·	·	-0.8	2.6
6	COc1ccc(N(CC(=O)Nc2ccccc2C)S(=O)(=O)c2ccccc2[N+](=O)[O-])c(OC)c1	·	·	-3.1	10.2
7	C[C@H](CO)N1C[C@H](C)[C@@H](CN(C)S(=O)(=O)c2cn(C)cn2)OCCCC[C@H](C)Oc2ccc(NC(=O)Nc3cccc4ccccc34)cc2C1=O	·	3.6	-21.1	-0.9
8	COC(=O)[C@@H]1C[C@H]1[C@@H](NS(=O)(=O)c1ccccc1)c1ccccc1	-7.2	-1.8	-2.1	-5.4
9	O=C(Nc1cc2c(ccc3ccccc32)oc1=O)C1CCCCC1	-22.9	0.6	-3.1	5.9
10	CC(=O)c1ccc(NC(=O)C(C)N(C)CC(=O)Nc2ccc(N3CCOCC3)cc2)cc1 (configuration not stated)	9.5	-0.4	-3.5	-0.6
11	COc1ccc2[nH]c3c(=O)n(N)c(=O)[nH]c3c2c1	1.9	-0.5	-16.5	0.8
12	O=S(=O)(NCc1ccccc1)c1ccc(-n2cccn2)cc1	-1.4	-2.3	-9.0	-1.0
13	COCCn1c(=S)[nH]c2cc(C(=O)NC3CCCCC3C)ccc2c1=O (configuration not stated)	-6.5	2.1	-3.5	-0.8
14	Cc1cc(C(=O)O)ccc1-c1ccc(CO)o1	-10.3	-2.9	2.4	0.3
15	Fc1cccc(CN2[C@@H]3CNC[C@H]2C3c2ccc(-c3cccnc3)cc2)c1 (some centres not stated)	·	·	2.3	-1.3

No.	Xi reactivation	SIRT5 inh	PGC1a acetyl inh	LGR2 antag
1	0.0	·	7.5	-0.4
2	0.1	1.6	1.7	0.6
3	0.2	-2.1	1.2	5.4
4	0.3	-0.8	-20.0	9.6
5	0.0	-4.5	-3.1	3.1
6	0.0	-1.5	-5.9	-9.0
7	0.0	2.0	7.6	-3.1
8	0.0	·	4.3	5.5
9	·	-8.6	-5.4	·
10	0.2	-2.8	7.2	-7.6
11	0.0	-3.2	·	-7.6
12	0.0	-7.2	2.5	-11.3
13	-0.1	·	8.9	-2.4
14	0.0	-15.3	2.9	7.1
15	0.0	-2.6	1.6	-2.7

Sorted by the number under S100A4 MyoIIA (highest first): three from the list above.
| # | SMILES | S100A4 MyoIIA |
| --- | --- | --- |
| 9 | O=C(Nc1cc2c(ccc3ccccc32)oc1=O)C1CCCCC1 | -3.1 |
| 12 | O=S(=O)(NCc1ccccc1)c1ccc(-n2cccn2)cc1 | -9.0 |
| 7 | C[C@H](CO)N1C[C@H](C)[C@@H](CN(C)S(=O)(=O)c2cn(C)cn2)OCCCC[C@H](C)Oc2ccc(NC(=O)Nc3cccc4ccccc34)cc2C1=O | -21.1 |

The main list resumes with the four entries that preceded the break.
No.	mol	C2C12 statin	Cneo AK release	S100A4 MyoIIA	ERAP1 inh
12	O=S(=O)(NCc1ccccc1)c1ccc(-n2cccn2)cc1	-1.4	-2.3	-9.0	-1.0
13	COCCn1c(=S)[nH]c2cc(C(=O)NC3CCCCC3C)ccc2c1=O (configuration not stated)	-6.5	2.1	-3.5	-0.8
14	Cc1cc(C(=O)O)ccc1-c1ccc(CO)o1	-10.3	-2.9	2.4	0.3
15	Fc1cccc(CN2[C@@H]3CNC[C@H]2C3c2ccc(-c3cccnc3)cc2)c1 (some centres not stated)	·	·	2.3	-1.3
16	C=CCn1c(SCC(=O)Nc2nc3ccccc3s2)nc(O)c(CC)c1=O	·	-2.5	-0.6	-26.6
17	CC1CCCC(NC(=O)COC(=O)[C@@H](NC(=O)c2ccco2)C(C)C)C1C (some centres not stated)	·	·	-15.8	-1.6
18	CN(CC(=O)NCC1CCCCC1)S(=O)(=O)c1ccc(F)cc1	0.2	0.7	-0.6	-4.0
19	CCN(CC)S(=O)(=O)c1cccc(C(=O)NC(C(=O)NNC(=O)c2ccccc2F)C(C)C)c1 (configuration not stated)	-2.2	-1.0	-1.9	0.9
20	C/C(=N/NC(=O)c1cc(C)[nH]n1)c1ccncc1	12.0	0.2	3.7	-1.3
21	Cc1c(C(=O)N2CCN(S(=O)(=O)c3ccccc3F)CC2)oc2c(Cl)cccc12	-5.9	4.3	-6.8	-2.8
22	COc1ccc(C(=O)Nc2cc([N+](=O)[O-])ccc2N2CCCC2)cc1	6.7	-3.0	-0.9	-3.1
23	CCCc1nnc(NC(=O)c2ccc(S(=O)(=O)N(C)c3ccccc3OC)cc2)s1	6.5	-1.0	5.9	0.2
24	CC(=O)Nc1nc(NC(=O)C(Cl)(Cl)Cl)n(-c2ccccc2)n1	-1.4	·	-0.8	·
25	CCNC(=O)C1CCCN(C(=O)c2cnc3ccccc3n2)CC1 (configuration not stated)	2.2	2.1	-2.1	3.4
26	CCC(=O)N1CC(=O)N2[C@H](CO)[C@@H](c3ccc(C#Cc4cccnc4)cc3)[C@H]2C1	·	·	2.7	0.1
27	CS(=O)(=O)Nc1ccc(C(=O)N2CCN(c3ccccc3)CC2)cc1	115.0*	0.9	9.4	2.9
28	COc1ccc(-c2cnc3c(c2)C(=O)N([C@H](C)CO)C[C@H](C)[C@H](CN(C)C(=O)Nc2ccccc2)O3)cc1	19.6	-0.5	-57.6	-0.9
29	COc1ccccc1N(C(=O)CNC(=O)c1ccco1)C(C(=O)NC1CCCC1)c1ccco1 (configuration not stated)	-7.0	·	-0.7	6.1
30	Cc1ccc([N+](=O)[O-])c(OCCCNCC(C)O)c1 (configuration not stated)	·	·	-0.8	-1.3

No.	Xi reactivation	SIRT5 inh	PGC1a acetyl inh	LGR2 antag
12	0.0	-7.2	2.5	-11.3
13	-0.1	·	8.9	-2.4
14	0.0	-15.3	2.9	7.1
15	0.0	-2.6	1.6	-2.7
16	6.0	-1.7	-9.3	-12.9
17	0.0	0.8	·	-11.5
18	0.1	-4.6	-8.3	-13.5
19	0.1	-2.1	-1.0	-3.6
20	0.0	2.0	·	0.1
21	0.4	-2.3	3.8	-12.0
22	0.1	-0.5	-1.7	5.0
23	-0.1	-1.8	4.3	2.0
24	0.2	-0.1	·	1.4
25	-0.1	-2.3	11.9	5.2
26	7.1	0.1	7.9	2.7
27	·	-0.6	-33.1	·
28	-1.0	0.9	10.6	4.7
29	0.4	·	·	-14.6
30	0.1	1.5	-4.2	-14.8

Additional results:
No.	mol	C2C12 statin	Cneo AK release	S100A4 MyoIIA	ERAP1 inh
31	O=C(NCCCN1CCOCC1)c1ccc(S(=O)(=O)Nc2ccccc2)cc1	-9.2	3.3	-0.1	0.6
32	COCC(=O)N1[C@H](CO)[C@H]2c3ccccc3N(C)C[C@H]21	-14.5	-3.1	4.4	1.0
33	COc1ccc(N(CC(=O)NC2CC3CCC2C3)S(=O)(=O)c2ccccc2)cc1Cl (configuration not stated)	0.2	1.7	2.0	0.9
34	CCCn1cnc2c(SCc3ccccc3F)nc(N)nc21	-0.9	-2.1	0.5	-0.4
35	COC(=O)/C(=C\c1ccc(O)cc1)c1nc2ccccc2[nH]1	·	·	-3.3	-3.4
36	CN1CCCC(C)(C(=O)Nc2cccc(Oc3ccccc3)c2)C1 (configuration not stated)	-2.0	-0.9	-13.8	3.0
37	Cc1ccc(-c2ccc3c(c2)O[C@@H](CN(C)C(=O)C2CCCCC2)[C@@H](C)CN([C@H](C)CO)S3(=O)=O)cc1	-0.2	·	·	·
38	Cc1ccc2nc(C3CCCCC3)c(Cc3ccccc3C(F)(F)F)n2c1	1.2	9.8	0.8	4.0
39	NC(=O)c1ccc2c(=O)c(O)c(-c3cc(Cl)c(N)c(Cl)c3)[nH]c2c1	1.0	-0.9	0.3	0.0
40	COc1ccc(NC(=O)N(C)C[C@H]2Oc3ccc(NS(=O)(=O)c4ccc(C)cc4)cc3CC(=O)N([C@@H](C)CO)C[C@H]2C)cc1	-1.0	·	·	·
41	Cc1occc1C(=O)NNS(=O)(=O)c1ccc([N+](=O)[O-])cc1	6.3	-2.2	-2.7	0.6
42	Cc1cc(C(=O)N/N=C/c2c3ccccc3cc3ccccc23)n[nH]1	-51.7	0.9	17.0	0.4
43	COc1ccc(CCNC(=O)COC(=O)c2ccc(N3CCCC3=O)cc2)cc1OC	-2.8	-0.5	2.4	-3.4
44	C[C@H](CO)N1C[C@H](C)[C@@H](CN(C)Cc2ccc(Cl)c(Cl)c2)Oc2ccc(NS(C)(=O)=O)cc2CC1=O	92.1*	50.0	-8.1	2.6
45	CNc1cncc(-c2cc(OC)c(OC)c(OC)c2)n1	7.4	0.1	-8.8	-23.7

No.	Xi reactivation	SIRT5 inh	PGC1a acetyl inh	LGR2 antag
31	-0.2	1.3	11.1	-2.8
32	-0.1	1.6	0.6	-5.8
33	0.0	-0.8	-23.7	2.6
34	0.0	·	-3.4	-108.1
35	0.0	-4.2	·	-58.7
36	0.0	-4.3	-9.5	-0.7
37	0.4	·	18.6	14.0
38	·	0.5	-5.8	3.2
39	0.5	-0.2	·	·
40	-0.7	·	-21.0	-8.4
41	0.1	-2.2	-1.9	2.7
42	0.0	1.8	-6.0	-19.1
43	-0.3	0.8	6.4	-10.6
44	0.2	4.5	-4.4	1.1
45	-0.2	·	3.6	0.9

(more compounds)
No.	mol	C2C12 statin	Cneo AK release	S100A4 MyoIIA	ERAP1 inh
46	CCOc1ccccc1N(CC(=O)Nc1ccc(S(=O)(=O)N2CCOCC2)cc1)S(=O)(=O)c1ccc(Cl)cc1	·	·	4.3	-1.8
47	Cn1c(SCC(=O)N(Cc2ccccc2)C(C)(C)C)nc2ccccc21	·	5.8	-3.2	2.3
48	CCCNC(=O)[C@@]1(C)c2ccccc2C(=O)N(Cc2ccccc2)[C@H]1c1ccc(CO)cc1	·	-2.7	9.1	4.8
49	O=C(Cc1cccc2ccccc12)N/N=C/c1ccc(O)c([N+](=O)[O-])c1	-0.8	·	-0.1	-9.4
50	CCCCN(C(=O)C(CCSC)N1C(=O)c2ccccc2C1=O)c1c(N)n(CCC)c(=O)[nH]c1=O (configuration not stated)	7.3	2.2	1.7	0.9
51	C[C@@H]1CN([C@H](C)CO)S(=O)(=O)c2ccc(C3=CCCC3)cc2O[C@@H]1CN(C)Cc1cccc(C(=O)O)c1	-59.1	-1.1	-14.0	-1.7
52	Cc1ccc(C)c(CC(=O)N2CCCC(c3cc(C(=O)Nc4ccc5c(c4)OCO5)no3)C2)c1 (configuration not stated)	-4.9	2.4	-9.7	1.8

No.	Xi reactivation	SIRT5 inh	PGC1a acetyl inh	LGR2 antag
46	0.0	0.2	·	3.3
47	·	-1.0	-14.2	0.2
48	·	-1.5	3.7	·
49	0.1	-2.5	-10.0	8.5
50	-0.1	-0.5	-1.8	5.7
51	-0.6	7.0	11.2	17.8
52	0.1	·	5.4	-8.8

Screening results (PubChem)
